Source: PubChem
Diaphorase inh – counter-screen for diaphorase-based assays: diaphorase inhibitors and chemical oxidizers; AID 1217; inhibition, % at 20 µM; 0.69% of 190,000 active; diaphorase resazurin-to-resorufin fluorescence, NADH, 16 min; bacterial (C. kluyveri) enzyme, not human;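 active means primary screen inhibition at 20 µM above a set limit, cut at about 50% in these data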;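 further: plate controls were DMSO with full reaction for no effect and wells lacking NADH for full effect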
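Assay system – diaphorase enzyme from Clostridium kluyveri · Amount – diaphorase 0.14 U/mL (working solution) · Times – reaction incubation of 16 min at room temperature · Controls – No-NADH positive control and DMSO neutral control · Signal – resorufin fluorescence 544/590 nm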
PPARg SRC-2 ag – PPARgamma-driven SRC-2 recruitment agonism; P37231; PPARgamma LBD-SRC-2 recruitment, biochemical; activation, % at 8 µM; 0.34% of 200,000 active; AID 1032; in the data active means activation above about 22%;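 further: 0% = vehicle and 100% = reference agonist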
Target sequence (P37231 whole entry, looked up, the tested form may be a part): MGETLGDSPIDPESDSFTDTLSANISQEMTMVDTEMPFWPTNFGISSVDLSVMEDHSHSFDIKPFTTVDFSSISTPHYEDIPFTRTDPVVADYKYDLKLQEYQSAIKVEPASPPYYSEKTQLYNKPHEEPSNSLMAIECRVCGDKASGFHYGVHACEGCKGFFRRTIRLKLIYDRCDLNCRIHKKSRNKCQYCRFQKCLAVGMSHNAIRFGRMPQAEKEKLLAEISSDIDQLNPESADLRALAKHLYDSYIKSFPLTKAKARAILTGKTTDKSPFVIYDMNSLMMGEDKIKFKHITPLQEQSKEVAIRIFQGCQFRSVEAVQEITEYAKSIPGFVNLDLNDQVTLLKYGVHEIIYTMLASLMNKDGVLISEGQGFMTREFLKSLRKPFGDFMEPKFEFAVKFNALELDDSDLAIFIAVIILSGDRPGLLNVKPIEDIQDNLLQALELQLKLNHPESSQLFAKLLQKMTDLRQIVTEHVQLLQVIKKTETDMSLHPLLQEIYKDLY
PPARg SRC-3 ag – promotes SRC-3 coactivator recruitment by human PPARgamma; P37231; biochemical PPARgamma/SRC-3 coactivator recruitment assay; activation, % at 8 µM; 0.26% of 200,000 active; AID 731; in the data active means activation above about 23%;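 further: 0% = DMSO and 100% = reference agonist; some compounds past the cut are filed as inactive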
Diaphorase act – activates diaphorase or chemically reduces, flagging diaphorase assay artifacts. AID 1229. activation factor at 20 µM. Diaphorase/resazurin coupled assay, resorufin fluorescence, 16 min; hits give high values; 1 = vehicle wells, 0 = NADH-free wells. 0.005% of 190,000 active;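 active means diaphorase activity raised at least twofold by the compound at 20 µM; inactive means activation factor below 2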
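Assay system: bacterial diaphorase enzyme (C. kluyveri) / Input: enzyme 0.07 U/mL final / Medium: 50 mM HEPES pH 7.4 with 4.542 mM MgCl2, 0.005% Tween 20 / Doses: single compound dose of 20 µM, 1% DMSO final / Incubation: 16 min enzyme reaction, ambient temperature / Signal: fluorescence, excitation 544 nm and emission 590 nm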
G6PDH counter – inhibits Leuconostoc G6PDH, flagging false hits in G6PDH-based assays; Purified L. mesenteroides G6PDH, diaphorase/resazurin coupled fluorescence, 45 min; inhibition, % at 5 µM; 0.12% of 200,000 active; AID 1020; in the data active means inhibition above about 50%
SRC2 TRFRET art – flags TR-FRET format artefacts in PPARgamma SRC-2 recruitment agonist screen. TR-FRET artefact counter-screen; hits give high values. TR-FRET ratio at 8 µM. 0.4% of 200,000 active. AID 1049; in the data active means TR-FRET ratio above about 2000; further: inactives centre near 1500
PMI activator – activators of human phosphomannose isomerase | 0.005% of 190,000 active | AID 1214 | activation factor at 20 µM | purified human PMI, coupled resazurin fluorescence, 20 min; hits give high values; 1 = vehicle control, 0 substrate-free wells;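 active means activation factor of 2 or more at 20 µM, relative to plate controls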
Target sequence (P34949 whole entry, looked up): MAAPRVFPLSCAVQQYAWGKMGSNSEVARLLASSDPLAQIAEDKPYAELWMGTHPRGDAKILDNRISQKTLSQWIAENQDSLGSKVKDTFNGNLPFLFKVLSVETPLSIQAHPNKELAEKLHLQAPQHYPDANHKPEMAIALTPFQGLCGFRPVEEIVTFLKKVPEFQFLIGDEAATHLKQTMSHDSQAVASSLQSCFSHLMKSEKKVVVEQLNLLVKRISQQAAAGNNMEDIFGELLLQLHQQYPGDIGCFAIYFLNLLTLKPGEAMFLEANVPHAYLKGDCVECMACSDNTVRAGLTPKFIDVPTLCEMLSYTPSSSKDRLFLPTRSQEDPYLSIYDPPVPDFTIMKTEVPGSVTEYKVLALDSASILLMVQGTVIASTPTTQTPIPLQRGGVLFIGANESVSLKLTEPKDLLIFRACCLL
S1P3 antag – blocks the human S1P3 receptor; Q99500; CHO S1P3 NFAT-BLA reporter, FRET fluorescence, antagonist mode; inhibition, % at 4.98 µM; 0.27% of 170,000 active; AID 485;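 active means inhibition above the plate cutoff, the mean inhibition of test wells on that plate plus 3 SD, cut at about 28% in these data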;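 further: cells challenged with S1P at its EC80 of 0.8 µM; blue over green emission ratio from cleaved BLA substrate after 4 h stimulation; 0% = S1P-stimulated wells and 100% = unstimulated DMSO-only wells; some compounds past the cut are filed as inactive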
ROMK primary – modulates human ROMK potassium channel activity; P48048; Tet-inducible ROMK, thallium flux fluorescence; actives lie on both sides; B-score at 10 µM; 2% of 130,000 active;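 active means signal ratio slope over the read window, or its plate-corrected B-score, at least 3 SD from the plate mean, either direction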;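 further: B-score of the F/F0 ratio slope over 7 to 12 s after thallium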
PPARg SRC1 recr – PPARgamma-driven SRC-1 recruitment agonism; P37231; activation, % at 8 µM; 0.41% of 200,000 active; PPARgamma-SRC-1 coactivator recruitment biochemical assay; in the data active means activation above about 19%;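 further: 0% = DMSO and 100% = reference agonist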
PMI act satM6P – activators of human phosphomannose isomerase at near-saturating mannose 6-phosphate; 0.34% of 190,000 active; coupled PMI enzyme assay, resazurin fluorescence, 20 min; hits give high values; 1 = untreated enzyme, 0 = substrate-free blank; activation factor at 20 µM;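 active means activation factor of 2 or more at 20 µM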
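Test system: human phosphomannose isomerase with PGI, G6PDH, diaphorase coupling enzymes; Amount: PMI at 15 ng/mL final; Reagent: Mannose-6-phosphate 1.0 mM (near-saturating) plus 0.22 mM NADP+; Timing: 20 min, room temperature; Technique: resorufin fluorescence at Ex 544/Em 590 nm; Dosing: 20 µM single dose.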
Numbers without * were called inactive; nt = not tested or not shown. Compounds were not picked by outcome; 3.3% or so of the library scored in one or more.

Every second line gives: Diaphorase inh, PPARg SRC-2 ag, PPARg SRC-3 ag, Diaphorase act, G6PDH counter, SRC2 TRFRET art, PMI activator, S1P3 antag, ROMK primary, PPARg SRC1 recr, PMI act satM6P
> COc1ccc(N=Cc2[nH]c3ccccc3c2O)cc1
→ 40.4, 6.6, 4.6, 0.6, 4.3, 1452, 0.9, -0.2, -1.62, 4.8, 0.7
> CCC(C)(C)n1nnnc1C(c1cccs1)N1CCCCC1 (centres undefined)
→ 16.0, -1.4, -0.8, 0.8, 14.2, 1376, 0.8, -10.1, 0.34, -1.9, 0.9
> Cc1cc(C)nc(NNC2=CC(=[N+]3CCCCC3)CC(C)(C)C2)n1
→ -2.3, 13.9, -2.6, 1, 0.4, 1576, 1, -1.1, nt, 7.5, 1
> N/C(=N\N=C\c1cccs1)SC1CC(=O)N(c2ccc(Br)cc2)C1=O (centres undefined)
→ 3.5, 5.8, 1.0, 1, -1.8, 1677, 1, -2.4, 0.987, -0.9, 1
> CN(C)c1ccc(NC(=O)Cn2ncn3c(cc4ccccc43)c2=O)cc1
→ 13.2, 10.1, 11.6, 0.9, 7.5, 1536, 0.8, 4.6, -0.616, 2.2, 0.8
> CCCc1nc2ccc(NC(C)=O)cc2c(=O)n1Cc1ccc(Cl)cc1
→ 21.2, 2.3, 1.9, 0.8, 2.9, 1512, 0.9, -7.4, nt, 4.9, 0.9
> CC(=O)c1ccc(NC(=O)c2ccc(CSc3ccccc3)o2)cc1
→ 5.1, 4.0, -2.6, 0.9, -21.0, 1599, 0.9, -7.2, nt, 8.1, 1
> CC1CCN(C(C(=O)Nc2ccc3c(c2)OCO3)c2ccccc2)CC1 (centres undefined)
→ 17.5, nt, nt, 0.8, 4.1, nt, 1, 4.0, nt, nt, 1
> CCn1c(CSCc2ccc(C)cc2)nnc1SCC(=O)NCc1ccccc1
→ 12.0, -5.7, -3.0, 0.9, -1.6, 1386, 0.9, nt, nt, -7.1, 1
> Cc1cccc(NC(=S)NCc2ccc(F)cc2)c1
→ 10.0, 0.7, -0.5, 0.9, 11.9, 1366, 0.9, 7.0, -0.593, 3.3, 0.9

Carrying on.
Every second line gives: Diaphorase inh, PPARg SRC-2 ag, PPARg SRC-3 ag, Diaphorase act, G6PDH counter, SRC2 TRFRET art, PMI activator, S1P3 antag, ROMK primary, PPARg SRC1 recr, PMI act satM6P
> COCc1cc(N2CCCC2)nc(-c2ccccc2)n1
→ 10.4, 3.3, 1.2, 0.9, 5.8, 1439, 1.1, -15.0, -0.38, -0.4, 1
> O=C(NCCCn1ccnc1)C(Cc1ccc([N+](=O)[O-])cc1)N1C(=O)c2ccccc2C1=O (centres undefined)
→ 7.3, -7.6, 2.9, 0.9, 2.2, 1317, 1, nt, nt, -5.1, 1.1
> Cc1ccc(C(=O)NCC(=O)OCC(=O)c2ccc(C)c([N+](=O)[O-])c2)cc1
→ 8.1, 0.1, 0.6, 0.9, -13.5, 1558, 1, -9.8, nt, -7.2, 1.1
> C=CCNC(=O)COc1ccc(Oc2ccccc2)cc1
→ 0.3, -2.8, -1.6, 1, 22.5, 1285, 1.1, -8.2, -0.763, -3.6, 1
> O=C(Nc1nc2ccccc2s1)c1ccc(F)cc1
→ -1.3, 2.4, 2.9, 1, 3.6, 1399, 1, -2.0, -0.289, -5.1, 1
> CCCCOC(=O)Cn1c(=O)oc2ccc(C)cc21
→ 17.3, 6.1, 4.0, 0.8, -13.4, 1590, 0.8, -17.1, nt, -0.7, 0.8
> CC(C)Sc1n[nH]c2nc3c(c(=O)n12)C1(CCCC1)Cc1ccccc1-3
→ 10.0, -0.7, -6.3, 0.9, -3.3, 1452, 1.1, nt, nt, 1.8, 1.3
> O=C(CSc1ccc(Cl)cc1)NNC(=O)c1cccnc1
→ 4.6, 5.2, 1.7, 1, 0.9, 1350, 1, -12.8, 0.356, -3.7, 1.1
> O=C(O)c1cc(-c2ccco2)nn1-c1cccc(Cl)c1
→ 42.0, -5.9, 1.7, 0.6, 1.4, 1611, 1.2, 6.8, 1.2, 8.1, 1.3
> O=S(c1ccsc1)c1ccsc1
→ -11.4, 2.0, 13.7, 1.1, 25.5, 1556, 1, -15.9, nt, -1.3, 1.1

Structural class, the entries above with fluorine
Every second line gives: Diaphorase inh, PPARg SRC-2 ag, PPARg SRC-3 ag, Diaphorase act, G6PDH counter, SRC2 TRFRET art, PMI activator, S1P3 antag, ROMK primary, PPARg SRC1 recr, PMI act satM6P
> Cc1cccc(NC(=S)NCc2ccc(F)cc2)c1
→ 10.0, 0.7, -0.5, 0.9, 11.9, 1366, 0.9, 7.0, -0.593, 3.3, 0.9
> O=C(Nc1nc2ccccc2s1)c1ccc(F)cc1
→ -1.3, 2.4, 2.9, 1, 3.6, 1399, 1, -2.0, -0.289, -5.1, 1

Carrying on.
Every second line gives: Diaphorase inh, PPARg SRC-2 ag, PPARg SRC-3 ag, Diaphorase act, G6PDH counter, SRC2 TRFRET art, PMI activator, S1P3 antag, ROMK primary, PPARg SRC1 recr, PMI act satM6P
> COc1ccc(C(=O)C2CCCN(Cc3cccn3-c3ccccn3)C2)c(OC)c1 (centres undefined)
→ 5.0, 2.9, -0.7, 0.9, 6.8, 1697, 0.9, -3.9, -0.678, -2.9, 0.9
> Cc1ccc(NC(=O)C(=O)NNC(=O)c2cccs2)cc1
→ 10.5, 8.6, 3.8, 0.9, 3.6, 1647, 1, -2.8, 2.94*, 5.5, 1
> C=CCn1c(CCCNC(=O)c2ccccc2OC)nc2ccccc21
→ -1.1, 5.7, 4.3, 1, -1.3, 1655, 1, 4.0, -0.069, 0.7, 1
> CCOC(=O)c1ccc2nc(NC(=O)C(C)C)sc2c1
→ 14.9, -0.6, 5.5, 0.9, 8.2, 1427, 0.9, -7.5, nt, 2.5, 0.9
> Cc1cc(C(=O)c2ccccc2)c(NC(=O)CCl)s1
→ 11.9, 0.8, 0.9, 0.9, -3.3, 1312, 0.8, -10.6, nt, -2.2, 0.9
> CCOC(=O)C(CCCCOc1cccc(CC)c1)C(=O)OCC
→ 14.2, -0.1, -3.1, 0.9, -0.5, 1594, 1, -1.6, -0.0843, 4.4, 0.9
> CN(C(=O)c1ccc2c(Cl)c3c(nc2c1)CCC3)c1ccccc1
→ 12.0, -2.2, -0.7, 0.9, 23.7, 1577, 0.9, -18.1, 0.027, -3.3, 0.9
> COc1cccc(C2(O)CCN(C(=O)C3CC3)CC2)c1
→ -16.4, 7.0, 3.1, 1.2, 4.1, 1652, 1.1, -22.7, 0.519, 8.6, 1
> CCOC(=O)C(=O)Nc1nc(-c2ccccc2)c(-c2ccccc2)o1
→ 1.8, 14.3, 1.2, 1, 0.5, 1657, 1, -1.6, -0.883, 6.3, 1
> COC(=O)C(CCSC)NC(=O)CNS(=O)(=O)c1ccc(Br)cc1 (centres undefined)
→ -5.7, -3.8, -3.9, 1.1, 5.0, 1480, 1.1, nt, nt, -7.0, 1.1

(cont.)
Every second line gives: Diaphorase inh, PPARg SRC-2 ag, PPARg SRC-3 ag, Diaphorase act, G6PDH counter, SRC2 TRFRET art, PMI activator, S1P3 antag, ROMK primary, PPARg SRC1 recr, PMI act satM6P
> Cc1cc2nnc(SCC(=O)N(C)C3CCS(=O)(=O)C3)n2c2ccccc12 (centres undefined)
→ 9.7, 9.8, 5.3, 0.9, -0.9, 1527, 1.2, 11.9, -0.476, 4.8, 1.3
> O=C(Nn1cnc2ccccc2c1=O)c1ccc(F)cc1Cl
→ 2.7, 4.2, -11.8, 1, 14.6, 1431, 1.1, 6.5, 0.579, 4.0, 1
> CCc1ccc(N2C(=O)Cc3c2nc(N)c(C#N)c3N)cc1
→ 36.2, -2.8, -6.7, 0.6, -1.2, 1449, 0.8, nt, 0.0392, -4.7, 0.9
> COc1ccc(N2CCN(Cc3cc(=O)oc4cc(-c5ccccc5)c(O)cc34)CC2)cc1
→ 6.9, -2.7, 9.9, 0.9, 4.4, 1611, 1, 14.4, nt, 3.2, 0.8
> COc1ccc(N2CCN(C(=O)c3ccc(S(=O)(=O)N4CCOCC4)cc3)CC2)cc1
→ -9.7, -0.5, 4.0, 1.1, 3.6, 1557, 1.1, 4.0, -0.434, 6.1, 1
> CCOc1ccc2c(c1)cc(CN(C(=O)CC)C1CCCCC1)c1nnnn12
→ 24.2, 0.9, -0.4, 0.8, -0.7, 1399, 1, nt, -0.638, -1.9, 1
> O=C(Nc1ccc2c(c1)OCO2)N1CCOCC1
→ 8.5, 14.7, 16.7, 0.9, 12.0, 1655, 0.9, -5.1, nt, 5.4, 1
> CCOC(=O)C1CCN(C(=O)C2CC(=O)N(c3ccc(C)cc3)C2)CC1 (centres undefined)
→ 7.2, 12.0, -0.6, 0.9, -1.4, 1717, 1, -24.9, 0.5, 8.8, 1
> COc1cc(/C=N/NC(=O)c2ccc(Cn3cc([N+](=O)[O-])cn3)o2)cc(Br)c1O
→ 9.1, -2.4, 7.5, 0.9, 11.0, 1636, 1, -3.4, nt, 3.3, 1
> COCc1c(Br)c(C)nc(OCC(=O)N/N=C/c2cc(C)n(-c3ccc([N+](=O)[O-])cc3)c2C)c1C#N
→ 14.9, -9.0, -4.4, 0.9, -16.9, 1654, 0.9, 1.1, nt, -0.8, 1

The results go on.
Every second line gives: Diaphorase inh, PPARg SRC-2 ag, PPARg SRC-3 ag, Diaphorase act, G6PDH counter, SRC2 TRFRET art, PMI activator, S1P3 antag, ROMK primary, PPARg SRC1 recr, PMI act satM6P
> CC(C)(C)c1cc(Cc2ccccc2)[nH]n1
→ 8.5, -7.4, -0.3, 0.9, 4.0, 1424, 1, -1.1, -0.0401, -9.0, 1.1
> CCCC(=O)N1CCN(c2ccc(NC(=S)NC(=O)c3cccc(C)c3)cc2)CC1
→ 45.2, -1.4, -3.6, 0.5, -4.0, 1406, 0.8, 4.0, 1.09, -1.1, 0.9
> Cc1ccc(NC(=O)CC2SC3=NCCN3C2=O)cc1 (centres undefined)
→ 15.2, 2.5, -6.8, 0.8, -4.6, 1552, 1.2, nt, nt, -4.0, 1.4
> COC(=O)c1ccc(/C=N/N2C(C)CCCC2C)cc1 (centres undefined)
→ 14.3, 1.7, 6.0, 0.9, 6.2, 1610, 1, 1.9, 0.403, 3.8, 1
> CCCCCOC(=O)Cc1c(C)nc(-c2ccccc2)[nH]c1=O
→ 5.6, 6.3, -4.7, 0.9, 2.0, 1396, 1.1, nt, -0.905, -2.2, 1
> COc1cccc(C(=O)NCC(=O)OCc2ccc(F)cc2Cl)c1
→ 21.8, 3.7, 1.3, 0.8, 11.1, 1638, 0.8, -1.2, -0.404, -0.4, 0.9
